# PPARg SRC-1 ag: PPARgamma agonists recruiting SRC-1 coactivator, primary screen, biochemical; Peroxisome proliferator-activated receptor gamma (Homo sapiens), P37231; PPARgamma-SRC-1 coactivator recruitment biochemical assay; activation, % at 8 µM; 200,000 compounds, 0.41% hits; AID 631, 2007; in the data active means activation above about 19%;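 further: 0% = DMSO and 100% = reference agonist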
# PMI act satM6P: human PMI activators, high substrate, primary screen, biochemical, fluorescence intensity, near-saturating mannose 6-phosphate; Mannose-6-phosphate isomerase (Homo sapiens), P34949; coupled PMI enzyme assay, resazurin fluorescence, 20 min; active compounds read high; 1 = untreated enzyme, 0 = substrate-free blank; activation factor at 20 µM; AID 1216, 2008; 190,000 compounds, 0.34% hits;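 active means activation factor of 2 or more at 20 µM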
#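 test system = human PMI in coupled enzyme assay | medium = HEPES-buffered pH 7.4 with magnesium and detergent | also added = 1.0 mM mannose-6-phosphate substrate with 0.22 mM NADP+ | compound = 20 µM single dose | times = 20 min incubation at room temperature | measured by = resorufin fluorescence (Ex 544/Em 590 nm) from resazurin via diaphorase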
# PMI activator: activators of human PMI, primary screen, biochemical, fluorescence intensity, near-Km mannose 6-phosphate | Mannose-6-phosphate isomerase (Homo sapiens), P34949 | purified human PMI, coupled resazurin fluorescence, 20 min; active compounds read high; 1 = vehicle control, 0 substrate-free wells | activation factor at 20 µM | 190,000 compounds, 0.005% hits;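 active means activation factor of 2 or more at 20 µM, relative to plate controls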
# Diaph act CS: compounds boosting diaphorase resazurin reduction – biochemical, uHTS, resorufin fluorescence, counter-screen for diaphorase-coupled primary assays, primary screen; Diaphorase/resazurin coupled assay, 16 min; active compounds read high; 1 = vehicle wells, 0 = NADH-free wells; activation factor at 20 µM; 190,000 compounds, 0.005% hits;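 active means diaphorase activity raised at least twofold by the compound at 20 µM; inactive means activation factor below 2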
#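 Test system: Clostridium kluyveri diaphorase, purified enzyme. Buffer or medium: 50 mM HEPES pH 7.4 buffer plus MgCl2 and Tween 20. Also added: 0.114 mM NADH and 0.1 mM resazurin, final amounts. Dosing: compound 20 µM once, DMSO 1%. Schedule: 16 min enzyme reaction, ambient temperature. Detection: fluorescence of resorufin, 544 nm excitation, 590 nm emission.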
# S1P3 antag: S1P3 receptor antagonists, primary screen, cell-based; CHO S1P3 NFAT-BLA reporter, FRET fluorescence, antagonist mode; AID 485, 2006; inhibition, % at 4.98 µM; 170,000 compounds, 0.27% hits; Sphingosine 1-phosphate receptor 3 (Homo sapiens), Q99500;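 active means inhibition above the plate cutoff, the mean inhibition of test wells on that plate plus 3 SD, cut at about 28% in these data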;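 further: cells challenged with S1P at its EC80 of 0.8 µM; blue over green emission ratio from cleaved BLA substrate after 4 h stimulation; 0% = S1P-stimulated wells and 100% = unstimulated DMSO-only wells; some compounds past the cut are filed as inactive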
# Target sequence (Q99500 whole entry, looked up): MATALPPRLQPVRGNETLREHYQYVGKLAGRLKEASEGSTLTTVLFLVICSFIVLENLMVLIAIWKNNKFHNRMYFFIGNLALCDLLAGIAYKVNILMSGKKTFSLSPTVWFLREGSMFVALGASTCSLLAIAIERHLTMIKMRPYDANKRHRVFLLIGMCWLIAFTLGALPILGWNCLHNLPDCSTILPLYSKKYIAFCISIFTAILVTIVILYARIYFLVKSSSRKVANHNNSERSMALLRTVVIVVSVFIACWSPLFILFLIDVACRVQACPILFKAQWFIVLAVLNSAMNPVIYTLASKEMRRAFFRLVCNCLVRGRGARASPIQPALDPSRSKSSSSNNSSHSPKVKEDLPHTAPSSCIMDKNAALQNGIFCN
# SRC2 TRFRET art: TR-FRET signal artefacts, primary screen, artefact control for PPARgamma SRC-2 agonist project, biochemical; TR-FRET artefact counter-screen; active compounds read high; TR-FRET ratio at 8 µM; 200,000 compounds, 0.4% hits; in the data active means TR-FRET ratio above about 2000; further: inactives centre near 1500
# PPARg SRC2 recr: agonists of PPARg-SRC-2 recruitment, primary screen, biochemical, HTS | Peroxisome proliferator-activated receptor gamma (Homo sapiens), P37231 | PPARgamma LBD-SRC-2 recruitment | activation, % at 8 µM | 200,000 compounds, 0.34% hits; in the data active means activation above about 22%;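 further: 0% = vehicle and 100% = reference agonist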
# PPARg SRC-3 ag: PPARgamma agonists recruiting SRC-3 coactivator, primary screen, biochemical; 200,000 compounds, 0.26% hits; biochemical PPARgamma/SRC-3 coactivator recruitment assay; activation, % at 8 µM; in the data active means activation above about 23%;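 further: 0% = DMSO and 100% = reference agonist; some compounds past the cut are filed as inactive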
# Diaph inh CS: diaphorase inhibitors and chemical oxidizers, primary screen, counter-screen for diaphorase-coupled primary assays, biochemical, uHTS, resorufin fluorescence. diaphorase resazurin-to-resorufin fluorescence, NADH, 16 min; bacterial (C. kluyveri) enzyme, not human. inhibition, % at 20 µM. 190,000 compounds, 0.69% hits;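 active means primary screen inhibition at 20 µM above a set limit, cut at about 50% in these data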;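 further: plate controls were DMSO with full reaction for no effect and wells lacking NADH for full effect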
#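 Assay system: diaphorase enzyme from Clostridium kluyveri. Quantity: enzyme working solution with 0.14 U/mL diaphorase. Schedule: reaction incubation of 16 min at room temperature. Technique: resorufin fluorescence, excitation 544 nm, emission 590 nm. Controls: No-NADH positive control and DMSO neutral control.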
# G6PDH CS: L. mesenteroides G6PDH inhibitors, counter-screen for G6PDH-coupled screening assays, biochemical, Leuconostoc mesenteroides enzyme. glucose-6-phosphate dehydrogenase [Leuconostoc mesenteroides]. Purified L. mesenteroides G6PDH, diaphorase/resazurin coupled fluorescence, 45 min. inhibition, % at 5 µM. 200,000 compounds, 0.12% hits; in the data active means inhibition above about 50%
# ROMK mod: ROMK potassium channel modulators, primary screen, cell-based, thallium flux, MLSMR library; AID 1918, 2009; Tet-inducible ROMK, thallium flux fluorescence; actives lie on both sides; B-score at 10 µM; ATP-sensitive inward rectifier potassium channel 1 (Homo sapiens), P48048; 130,000 compounds, 2% hits;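 active means signal ratio slope over the read window, or its plate-corrected B-score, at least 3 SD from the plate mean, either direction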;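 further: B-score of the F/F0 ratio slope over 7 to 12 s after thallium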
# Target sequence (P48048 whole entry, looked up): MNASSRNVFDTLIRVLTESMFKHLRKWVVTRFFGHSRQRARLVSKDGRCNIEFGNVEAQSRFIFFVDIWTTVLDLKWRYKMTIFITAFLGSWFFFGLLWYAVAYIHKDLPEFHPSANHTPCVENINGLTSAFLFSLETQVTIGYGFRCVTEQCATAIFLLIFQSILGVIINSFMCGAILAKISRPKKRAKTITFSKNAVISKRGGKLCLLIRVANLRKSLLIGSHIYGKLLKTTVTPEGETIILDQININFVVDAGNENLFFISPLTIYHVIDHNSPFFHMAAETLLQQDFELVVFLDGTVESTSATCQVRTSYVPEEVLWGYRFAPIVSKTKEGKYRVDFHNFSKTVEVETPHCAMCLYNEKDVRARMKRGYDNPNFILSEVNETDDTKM
# * = called active by the depositor; x = no result given.
Molecule,SRC2 TRFRET art,ROMK mod,PPARg SRC2 recr,PPARg SRC-3 ag,PPARg SRC-1 ag,Diaph act CS,G6PDH CS,Diaph inh CS,S1P3 antag,PMI act satM6P,PMI activator
C/C(Cc1ccccc1)=N\NC(=O)CCCCCC(=O)N/N=C(\C)Cc1ccccc1,1689,x,11,5,-4,1,8,-4,x,1.1,1
CN(C)S(=O)(=O)c1cccc(NS(=O)(=O)c2ccc(Cl)s2)c1,1541,-0.24,7,-2,3,0.9,-1,15,0,1,1
O=C(COC(=O)c1ccccn1)NC12CC3CC(CC(C3)C1)C2,1606,0.13,10,-1,5,0.9,3,12,x,0.9,0.9
N/C(=N\NC(=O)c1sccc1OCc1ccc(Cl)cc1Cl)c1ccccn1,1463,-1.7,3,2,-1,1.3,0,-26,-2,1.3,1.2
O=C(CSc1nnc(-c2ccncc2)n1-c1ccccc1)Nc1ccc(C(=O)O)cc1,1653,0.26,8,5,16,1.1,5,-7,0,1,1.3
COc1ccc(Cl)cc1N/C(N)=N/c1nc(CSc2ccc(C)cc2)cc(=O)[nH]1,1716,-0.35,6,14,7,0.9,2,8,x,1,1
Cc1ccc(-c2ccc(SCC(=O)N3CCCc4ccccc43)nn2)cc1,1555,x,4,2,10,0.9,-15,7,-11,1,0.9
N=c1c2c(-c3ccccc3)c(-c3ccccc3)n(Cc3ccco3)c2ncn1CCCn1ccnc1,1548,-5.6*,1,4,-3,1.1,5,-13,2,0.9,1
CCN(CC)c1nc(N)c2c(N)n(-c3ccccc3C)c(=S)c(C#N)c2c1C#N,1511,0.11,0,1,5,0.8,15,17,0,1.1,0.9
O=C(CSc1nc(C2CC2)nc2ccccc12)NCc1ccc2c(c1)OCO2,1383,-0.56,-9,-12,-2,0.8,0,18,x,1,0.9
CC(C)OP(=O)(c1ccc(N(C)C)cc1)C(O)c1ccccc1F (stereo not given),1526,x,11,2,-3,0.9,-2,9,7,0.9,0.9
CC(=O)NC(Cc1ccccc1)C(=O)NC1CCN(c2ncccc2[N+](=O)[O-])CC1 (stereo not given),1522,-0.12,-2,0,4,0.8,-2,16,2,0.9,0.8
Cc1cccc(C(=O)N/N=C/c2ccc(OC3CSC3)cc2)c1,1635,0.027,2,-4,0,0.9,2,12,x,1,1
Cc1ccccc1NC(=O)/C(C#N)=C/c1ccccc1C(F)(F)F,1691,x,5,4,1,1,-2,-1,-4,1,1
CCOC(=O)CCC(=O)N1CCOCCN(C(=O)CCC(=O)OCC)CCOCC1,1544,x,16,7,10,0.9,-1,13,-23,1,1
CCn1c(/C=C/Nc2ccccc2)[n+](CC)c2ccc(Cl)cc21,1759,-3.2*,14,6,0,0.9,4,8,8,1.2,1.2
COc1ccc(S(=O)(=O)N(C(=O)c2ccncc2)c2ccc3oc4c(c3c2)CCCC4)cc1,1660,0.97,-2,0,-4,0.8,-10,18,1,1,0.9
COc1cc(-n2c(=O)c3ccccc3n(CC(=O)c3ccc(Br)cc3)c2=O)cc(OC)c1OC,1557,0.91,-6,-1,0,1,7,2,-8,0.8,0.9
O=C(/C=C/c1ccccc1)N(c1ccccn1)C1CCCCC1,1603,x,10,9,4,0.8,-12,15,x,0.9,0.9
CO[C@H]1C=CO[C@@]2(C)Oc3c(C)c(O)c4c(O)c(c(C=NN5CCN(C)CC5)c(O)c4c3C2=O)NC(=O)C(C)=CC=C[C@H](C)[C@H](O)[C@@H](C)[C@@H](O)[C@@H](C)[C@H](OC(C)=O)[C@@H]1C,1367,0.085,4,1,5,0.6,34,37,-4,0.6,0.9
Cc1cc(C)n(-c2nc3ccccc3nc2Nc2ccc(CC(=O)O)cc2)n1,1496,x,6,-4,4,0.8,6,20,-2,0.9,0.9
CCn1c2ccccc2c2cc(NC(=O)CCCN3C(=O)CCC3=O)ccc21,1547,-0.47,5,-18,3,1,-16,0,18,1.1,1
Nc1ccccc1C(=O)NNc1ncc(C(F)(F)F)cc1Cl,1536,-0.091,0,9,4,0.9,2,6,x,0.9,0.9
N=C1C(c2ccccc2)=C(O)CN1NC(=O)c1ccc(Cl)cc1,1529,-0.73,4,1,3,1,4,0,-2,1.1,1
CCOc1ccc(C(C)=O)cc1NC(=O)/C=C\C(=O)O,1286,x,2,4,7,1,9,3,-12,1,1
Cc1ccc(SCC(=O)Nc2cccc(C)c2)cc1,1420,-0.8,12,3,6,0.9,20,7,-18,1,1
O=C(NCc1ccccn1)c1ccccc1-c1ccccc1,1594,-0.046,4,2,4,0.9,1,10,-13,0.9,1
CCCC(O)(c1ccc(OC)cc1)C(CN1CCOCC1)c1ccccc1 (stereo not given),1724,-0.27,15,6,13,0.9,3,7,-29,1.1,1.1
C=CCc1cc(Cl)ccc1OCCCNC(C)C,1315,x,3,2,2,0.9,5,9,-1,0.9,0.9
O=C(O)CCCNc1n[nH]c(=O)[nH]c1=O,1456,0.12,-4,1,7,0.9,4,6,2,1,1

# Reformatted with values under each structure: 2 of the compounds above
# Order of results – SRC2 TRFRET art | ROMK mod | PPARg SRC2 recr | PPARg SRC-3 ag | PPARg SRC-1 ag | Diaph act CS | G6PDH CS | Diaph inh CS | S1P3 antag | PMI act satM6P | PMI activator
> N=C1C(c2ccccc2)=C(O)CN1NC(=O)c1ccc(Cl)cc1
    1529 | -0.73 | 4 | 1 | 3 | 1 | 4 | 0 | -2 | 1.1 | 1
> CCOc1ccc(C(C)=O)cc1NC(=O)/C=C\C(=O)O
    1286 | x | 2 | 4 | 7 | 1 | 9 | 3 | -12 | 1 | 1

# Later entries.
Molecule,SRC2 TRFRET art,ROMK mod,PPARg SRC2 recr,PPARg SRC-3 ag,PPARg SRC-1 ag,Diaph act CS,G6PDH CS,Diaph inh CS,S1P3 antag,PMI act satM6P,PMI activator
Cn1c(=O)c2c(nc(CN3CCOCC3)n2CCN2CCOCC2)n(C)c1=O,1522,x,4,-3,0,1.1,2,-6,-49,1,1
NC(=O)c1ccc(NC(=O)COC(=O)c2ccccc2Nc2ccccc2)cc1,1638,0.83,-1,-3,-8,1.1,11,-12,-7,1.1,1.2
O=C(Cn1cc(SCc2ccccc2Cl)c2ccccc21)N1CCOCC1,1539,-0.53,5,3,9,0.8,-14,22,6,0.9,0.9
Cc1cc(N=NC(=O)c2ccccc2)ccc1O,1354,x,1,1,2,0.8,17,24,-11,1.4,1.4
COc1ccc(NC(=O)COc2ccc(/C=N/O)cc2OC)cc1,1508,-0.035,1,6,0,0.9,4,15,-1,1,1
CCOCCCNC(=O)C(NC(=O)c1ccc(=O)[nH]c1)c1ccc(Cl)cc1 (stereo not given),1649,x,0,14,-1,1.1,8,-12,x,1.1,1.1
CC(C)CCNC(=O)NC(=O)CN1C(=O)NC2(CCCCC2)C1=O,1274,0.23,-13,-18,-8,0.9,13,12,-17,1,1
COc1ccc(NC(=O)c2c(-c3ccccc3)noc2C)c(OC)c1,1479,-0.81,2,7,5,0.9,-1,7,x,1,0.9
CCC(C)NS(=O)(=O)c1ccc(NC(=O)CCC2CCCCC2)cc1 (stereo not given),1390,x,-3,-4,3,0.9,7,6,x,1,1.1
CCOc1ncccc1C(=O)OCC(=O)N1CCN(S(=O)(=O)c2ccccc2)CC1,1609,x,5,4,5,0.8,0,19,-2,1,0.9
CN(Cc1nc(-c2cnccn2)no1)CC1CCN(Cc2ccccc2)CC1,1360,0.062,-9,-1,-6,0.9,10,6,-14,1,1
Cc1ccc(-c2nc(C)sc2CC(=O)Nc2nnc(C)s2)cc1,1550,-0.61,-1,1,8,0.8,5,17,0,0.8,1
Cc1nonc1OCCNCc1c(C(=O)N2CCCCCCC2)nc2ccc(Cl)cn12,1408,-1.4,-2,2,-1,1.1,3,-10,-6,0.9,1
NC(=O)C1CCN(c2oc(-c3ccccc3F)nc2S(=O)(=O)c2ccc(Cl)cc2)CC1,1536,-0.85,11,8,-3,0.8,-18,18,5,1,1
COc1ccc(CN2CCNC(=O)C2CC(=O)NCCc2c[nH]c3ccccc23)c(OC)c1 (stereo not given),1567,x,10,3,5,0.9,16,14,2,0.7,0.9
CC(=O)c1c(C)nn(CC(O)COc2ccc3c(c2)CCC3)c1C (stereo not given),1759,-1.2,11,16,-1,0.8,-23,16,-30,0.9,0.9
c1ccc(-c2cc3n(c2)CCc2ccccc2-3)cc1,1430,x,2,1,9,0.9,12,7,x,1.2,1.2
COc1ccc(C2CC(c3ccc4ccccc4c3)=NN2C(=O)CN2C(=O)CCC2=O)cc1 (stereo not given),1599,-0.74,13,1,-7,0.8,5,22,-9,0.8,0.8
O=C(Cc1ccccc1)NC(Nc1ccccc1)C(Cl)(Cl)Cl (stereo not given),1523,0.095,0,-7,-6,0.9,3,12,x,1,0.9
CC1=C(C(=O)Nc2ccccc2)C2(CCCCC2)C(C(N)=O)C(=S)N1 (stereo not given),1374,x,-7,-2,3,1,8,1,-14,1.6,1.4
Cc1ccccc1OCCn1nc(C(=O)O)c2ccccc2c1=O,1479,x,3,10,-2,0.8,3,24,-41,0.9,0.9
COc1ccc(-n2nnc3c(=O)n(CC(=O)NCC4CCCO4)cnc32)cc1 (stereo not given),1314,x,8,-3,-2,1,3,-5,-20,1.1,1
Cc1ccc(S(=O)(=O)N(CC(=O)N/N=C\c2cccs2)c2cccc3cccnc23)cc1,1487,-0.31,1,0,2,0.8,4,16,-7,0.9,0.8
Cc1ccc(S(=O)(=O)c2c(C)cc(C)nc2Cl)cc1,1718,x,2,4,9,1,-7,0,x,1,0.9
c1ccc(-c2nnc(OCc3cccnc3)c3ccccc23)cc1,1606,-0.36,2,-2,13,0.9,-7,5,-3,1,1.1

# Assay outcomes (PubChem)
